RPL19A TOR yeast – alters RPL19A-GFP fluorescence in TOR pathway yeast screen; S. cerevisiae RPL19A-GFP strain, flow cytometry, 3 h; hits give low values; percent response vs DMSO, % at 10 µM; 330,000 compounds, 0.3% hits;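 active = percent response vs DMSO below 50%; inconclusive = fewer than 70 events counted for the yeast strain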;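 note: median channel GFP fluorescence of the barcoded RPL19A-GFP strain; ratio of sample median GFP to plate DMSO average so 100% = DMSO; lower means less RPL19A-GFP as with rapamycin TOR inhibition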
AHR activator – activates the human aryl hydrocarbon receptor; P35869; AHR-responsive luciferase reporter cells, luminescence; activation, % at 5 µM; 320,000 compounds, 2.5% hits; AID 2796; in the data active = activation above about 47%;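 note: 0% = vehicle wells and 100% = reference agonist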
CR mimetic SO – lowers age-related superoxide in aged yeast cells; S. cerevisiae aged cells, superoxide DHE fluorescence; hits give low values; superoxide response (% of plate mean), % at 10 µM; 330,000 compounds, 0.18% hits; AID 2690;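 active = superoxide response under a set limit, about three screen SD below normal, cut at about 65% in these data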;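 note: yeast aged for seven days with compound at 30 °C before DHE staining; 100% = average MFI of all compound-treated wells on the plate with controls excluded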
LAP4-GFP MLPCN – alters LAP4-GFP fluorescence in TOR pathway yeast screen | S. cerevisiae LAP4-GFP multiplex, flow cytometry GFP, 3 h; median GFP as percent of DMSO wells | GFP response vs DMSO, % at 10 µM | 320,000 compounds, 0.34% hits;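 active = GFP response vs DMSO above a set limit, about the screen mean plus 3 SD, cut at about 150% in these data; inconclusive = under 70 cell events counted for the yeast strain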
procasp7 counter – counter-screen for procaspase-3 activators: activators of human procaspase-7 | P55210 | recombinant procaspase-7, Ac-DEVD-pNA absorbance 405 nm; D23A/D198A/D206A triple mutant, cannot self-cleave; scale: DMSO 0, 5 µM enzyme 100 | activation, % at 8.5 µM | AID 463210 | 330,000 compounds, 0.093% hits;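 active = percent activation above the screen-wide mean plus 3 SD, cut at about 25% in these data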
Target sequence (P55210 whole entry D23A/D198A/D206A): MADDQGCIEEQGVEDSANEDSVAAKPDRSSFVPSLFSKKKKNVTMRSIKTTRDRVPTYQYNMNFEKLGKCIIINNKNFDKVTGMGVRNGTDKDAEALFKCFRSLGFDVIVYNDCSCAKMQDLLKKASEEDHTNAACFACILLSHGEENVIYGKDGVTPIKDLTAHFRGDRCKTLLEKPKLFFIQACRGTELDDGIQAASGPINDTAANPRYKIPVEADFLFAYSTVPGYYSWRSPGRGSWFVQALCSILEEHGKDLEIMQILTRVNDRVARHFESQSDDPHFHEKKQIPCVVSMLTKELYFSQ
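Material: Procaspase-7 triple mutant (PC-7 D3A) | Quantity: 2 µM procaspase-7 mutant as dispensed | Reagent: DEVD-pNA substrate | Times: 1 h preincubation, 2 h reaction | Technique: 405 nm absorbance of p-nitroaniline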
MEP2 TOR yeast – alters MEP2-GFP fluorescence in TOR pathway yeast screen. S. cerevisiae MEP2-GFP strain, flow cytometry GFP, 3 h; 100% = DMSO control level. GFP response vs DMSO, % at 10 µM. 330,000 compounds, 0.51% hits. AID 2016;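 active = GFP response versus DMSO above a set limit, roughly screen mean plus 3 SD, cut at about 180% in these data; inconclusive = fewer than 70 cells counted for a yeast strain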;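 note: median GFP fluorescence of the barcode-gated MEP2-GFP cells per well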
proCasp3 act – procaspase-3 (human) activation; AID 463141; activation, % at 8.5 µM; recombinant procaspase-3 D3A, Ac-DEVD-pNA absorbance 405 nm; 330,000 compounds, 0.11% hits;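 active = activation above the mean of all tested compounds plus 3 SD, cut at about 21% in these data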;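 note: 0% = DMSO alone and 100% = DMSO wells spiked with extra 5 µM PC-3 D3A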
Target sequence (P42574 whole entry D9A/D28A/D175A): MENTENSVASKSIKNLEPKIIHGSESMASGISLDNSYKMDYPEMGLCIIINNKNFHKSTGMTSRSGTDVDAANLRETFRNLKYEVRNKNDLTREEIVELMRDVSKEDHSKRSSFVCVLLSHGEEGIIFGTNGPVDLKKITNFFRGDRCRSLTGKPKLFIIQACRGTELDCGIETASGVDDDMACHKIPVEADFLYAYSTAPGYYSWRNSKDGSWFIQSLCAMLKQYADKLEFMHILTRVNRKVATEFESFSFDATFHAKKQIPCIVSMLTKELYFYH
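Test system: Procaspase-3 D3A mutant; medium: Zinc-free HEPES/NaCl buffer with 0.01% Triton X-100 at pH 7.4; reagent: DEVD-pNA substrate; doses: one concentration, 8.5 µM nominal, 0.8% DMSO; times: 1 h preincubation plus 2 h reaction at 25 °C; signal: Epi-absorbance at 405 nm of released p-nitroaniline, 0 and 120 min; replicates: singlicate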
JMJD2C inh – inhibitors of human GASC-1 (JMJD2C) demethylase; Q9H3R0; GST-JMJD2C(1-420) H3K9me3 demethylation, DELFIA europium; inhibition, % at 2.35 µM; 330,000 compounds, 0.069% hits; AID 2099;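 active = more than half of a compound's replicate wells show inhibition beyond 50%, single wells judged on their own value; inconclusive = some, but no more than half, of replicates pass 50% inhibition; inactive = no replicate passes 50% inhibition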;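 note: signal counts dimethyl H3K9 product captured on neutravidin plate; 0% = median of DMSO wells and 100% = 0.3 times that DMSO median; strong numbers were not always called active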
Target sequence (Q9H3R0 1-420 limits assumed): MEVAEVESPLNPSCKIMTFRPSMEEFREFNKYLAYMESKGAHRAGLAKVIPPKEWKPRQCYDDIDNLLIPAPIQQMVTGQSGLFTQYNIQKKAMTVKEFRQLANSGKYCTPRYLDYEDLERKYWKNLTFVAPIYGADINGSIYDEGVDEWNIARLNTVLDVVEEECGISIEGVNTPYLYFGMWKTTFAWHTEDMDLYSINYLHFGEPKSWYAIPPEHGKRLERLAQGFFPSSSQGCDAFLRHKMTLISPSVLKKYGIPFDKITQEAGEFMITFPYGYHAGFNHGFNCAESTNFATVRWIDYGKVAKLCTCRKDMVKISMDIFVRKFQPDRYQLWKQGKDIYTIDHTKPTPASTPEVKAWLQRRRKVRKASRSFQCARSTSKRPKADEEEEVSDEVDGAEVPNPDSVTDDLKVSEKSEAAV
* hit, by the source's call; ? = inconclusive; . = not tested or not shown; & = joins results of further samples.

SMILES	RPL19A TOR yeast	AHR activator	CR mimetic SO	LAP4-GFP MLPCN	procasp7 counter	MEP2 TOR yeast	proCasp3 act	JMJD2C inh
CCn1cc(C2=NOC(C(=O)Nc3cc(C)nn3-c3ccccc3)C2)c(C)n1 (stereo not given)	92	1	94	96	-4	95	1	2
CC(=O)N1CCN(C(=S)Nc2cc(S(=O)(=O)N3CCOCC3)ccc2Cl)CC1	86	2	87	85	-9	90	-4	-9
CCNC(=O)Cn1cnc2c1c(=O)n(C)c(=O)n2C	97	2	111	100	-8	96	1	-3
Cc1cccc(C(=O)Oc2ccccc2C2C[C@]3(C)CC(=O)NC3N2C(=O)c2cccc(C)c2)c1 (stereo not given in full)	103	-5	97	93	-1	106	7	-20
COc1ccccc1N1CCN(CC(=O)Nc2ccccc2C(=O)NCCc2ccccc2)CC1	105	63*	90	115	-2	108	-2	.
CCOc1ccc(NC(=O)CSc2nnc(Cc3cccn3C)n2-c2ccc(F)cc2)cc1	101	4	96	112	-5	108	-4	7
O=C(O)CCC(=O)NNC(=O)CCC(=O)Nc1ccccc1	98	2	107	96	-6	99	-5	-11
COc1cc(-c2nc(-c3ccccc3)c(-c3ccc(F)cc3)[nH]2)cc2c1OCO2	97	116*	86	99	-3	102	2	9
CC1Cc2nc(SCC(=O)Nc3ccc4c(c3)OCO4)n(-c3ccc(F)cc3)c(=O)c2S1 (stereo not given)	93	22	109	99	-2	93	-3	37
CCOc1ccccc1CN1CCNC(=O)C1CC(=O)NCCC1=CCCCC1 (stereo not given)	101	0	101	78	-3	92	2	4
CCN(CC)CCCNc1nc(N)c([N+](=O)[O-])c(N2CCCCCC2)n1	99	0	108	102	3	101	6	-19
O=C1N[C@@H](Cc2ccccc2)C(=O)N2CCC[C@@H]12	99	-3	93	101	0	104	3	-4
Cc1ccccc1C(=O)N1CCC(C(=O)Nc2ccccc2N2CCCC2)CC1	97	2	123	98	2	94	3	-17
Cc1ccc(C)c(NS(=O)(=O)c2cc(C(=O)NCc3ccccn3)ccc2C)c1	102	4	98	102	-8	96	-2	1
CCN(CC)CCN(C(=O)c1ccc2c(c1)OCCO2)c1nc2c(Cl)cccc2s1	106	1	96	131	6	99	4	-7
CC(=O)c1ccc(-c2cccs2)s1	111	-7	103	107	24	102	29*	-2
COc1cc2c(C(F)(F)F)c(-c3ccsc3)oc(=O)c2cc1OC	90	1	110	88	-15	83	-11	28
O=C(O)c1cccc(N/N=C/c2cccc3ccccc23)c1	97	1	100	112	0	107	0	-3
CC1=CC(C)C2(CO)COC(c3ccc(O)cc3)C1C2C (stereo not given)	102	-1	88	104	-5	103	-4	28
CCCC(=O)Nc1cccc(NC(=O)c2ccc([N+](=O)[O-])cc2Cl)c1	105	8	104	101	0	103	3	4

Whole records, looked up by structure. Values in the order: RPL19A TOR yeast | AHR activator | CR mimetic SO | LAP4-GFP MLPCN | procasp7 counter | MEP2 TOR yeast | proCasp3 act | JMJD2C inh
Results for CC(=O)N1CCN(C(=S)Nc2cc(S(=O)(=O)N3CCOCC3)ccc2Cl)CC1 → 86 | 2 | 87 | 85 | -9 | 90 | -4 | -9
Results for CC(=O)c1ccc(-c2cccs2)s1 → 111 | -7 | 103 | 107 | 24 | 102 | 29* | -2

Remaining list, next part:
SMILES	RPL19A TOR yeast	AHR activator	CR mimetic SO	LAP4-GFP MLPCN	procasp7 counter	MEP2 TOR yeast	proCasp3 act	JMJD2C inh
CCOC(=O)C1CCCN(C(=S)Nc2cccc(Cl)c2C)C1 (stereo not given)	100	3	107	93	-6	103	-9	-17
CCOC(=O)c1cc2c(ccn2C)n1Cc1ccccc1Cl	95	0	88	103	-1	93	-3	-19
CC1c2ccsc2CCN1C(=O)NC(=O)c1ccc(Cl)cc1 (stereo not given)	105	4	87	117	8	114	0	-8
CCOc1ccc(C2C(C(=O)c3cccs3)=C(O)C(=O)N2Cc2cccnc2)cc1 (stereo not given)	97	2	100	114	-35	101	-7	-31
O=C(COC(=O)C1=COCCO1)Nc1ccc(Br)cc1Br	92	-1	102	91	-8	95	-2	-8
CC(=O)C1=NOC(CNc2ncc(C(F)(F)F)cc2Cl)C1 (stereo not given)	94	2	106	99	2	100	0	34
O=C(O)c1ccc(N/N=C/c2cc3cc4c(cc3nc2Cl)OCCO4)cc1	97	14	89	102	-5	97	-1	-2
O=C(CSc1ccc2nnc(-c3ccccn3)n2n1)Nc1cccc(F)c1	101	0	97	105	6	96	6	-11
O=C(CSc1nnc(Nc2ccccc2)s1)NCC1CCCO1 (stereo not given)	101	0	100	106	-6	101	3	2
COc1ccccc1-c1nnc(SCC(=O)Nc2ccc3[nH]c(=O)[nH]c3c2)n1N	104	1	92	108	6	106	9	-9
COc1ccc(CC(=O)O/N=C(\N)Cc2cccc3ccccc23)cc1	90	8	113	92	12	92	4	8
COC(=O)C1=C(C)NC(=O)CC1c1ccccc1OC (stereo not given)	96	3	94	95	8	104	-3	-12
CC(OCC(O)CN1CCCCC1CCO)c1ccc(Cl)cc1 (stereo not given)	101	0	99	117	-7	106	1	8
Cc1cccc(NC(=O)C2(C)CC3c4ccccc4C2c2ccccc23)c1 (stereo not given)	96	-1	94	97	4	100	2	22
NS(=O)(=O)c1cccc(NC(=O)COC(=O)C2CCCCC2)c1	98	7	111	105	-3	103	-2	-2
O=C(Nc1ccnc(-c2cccnc2)n1)c1ccccc1Cl	97	136*	92	97	1	89	-7	-16
Cc1ccc(S(=O)(=O)N2CCN(C(=O)COC(=O)COc3cccc(C(F)(F)F)c3)CC2)c(C)c1	96	2	93	90	-4	92	-5	-15
COc1cc2c(cc1NC(=O)c1cncc(Br)c1)oc1ccccc12	103	20	109	84	-68	102	0	.
COc1cc(C2C3=C(CC(c4ccco4)CC3=O)Nc3ccccc3N2C(C)=O)cc(OC)c1OC (stereo not given)	90	2	99	96	2	92	-10	-8&4
CCn1c(O)c(N=NC(=O)c2cccc(S(=O)(=O)N3CCCCC3)c2)c2ccccc21	.	9	107	.	-2	.	-4	-6
CC(=O)NC(CCS(C)(=O)=O)C(=O)Nc1nccs1 (stereo not given)	92	-3	109	89	21	93	1	5
O=C(O)C/C=C(/NC(=O)OCc1ccccc1)C(=O)OCc1ccccc1	95	0	138	102	0	104	2	12
CCCCNC(=O)c1cc2nc3c(c(C(F)(F)F)n2n1)CCc1ccccc1-3	94	-2	112	98	14	92	-4	-8
Cc1nc(N2CCC(C)CC2)c2c(C)c(C(=O)Nc3ccc(C(F)(F)F)cc3)sc2n1	101	-1	93	93	-3	101	-6	-1
Cc1nc2c(c(C)nn2-c2ccccc2)c(C)c1CCC(=O)Nc1ccc(CN2CCCC2)cc1	95	3	104	116	5	109	-2	2
CCN(CC)c1nc(-c2ccccc2)nc2c1sc(=S)n2CC	104	1	114	95	4	105	-48	-4
CC(=O)Nc1ccc(NC(=S)NC(=O)C2CCCC2)cc1	100	2	103	79	-10	95	8	2
CC(=O)c1cccc(NC(=O)c2cnccn2)c1	98	9	102	95	9	106	6	38
Cc1ccc(NCc2nnc(SCCN3CCCCC3)n2CC2CCCO2)cc1Cl (stereo not given)	99	1	93	104	4	96	2	3&-16
COc1cc(/C=C/C(=O)N(C)CC(=O)Nc2ccccc2Br)cc2c1OCCO2	95	7	136	91	2	89	-1	3
O=C1/C(=C/c2ccc(Br)cc2)Oc2cc(O)ccc21	105	-2	99	109	-4	109	-6	-18
ClCc1ncc(-c2ccc(Cl)cc2)o1	97	2	91	104	-6	97	-1	-4
Cc1csc(Sc2ccc(S(=O)(=O)N3CCCC3)cn2)n1	111	-1	110	110	6	112	-1	-6
O=C1NC2=C(C(=O)CCC2)C(c2ccccc2Cl)N1 (stereo not given)	105	1	98	97	6	102	6	-6
C=CCOc1c(Br)cc(CNc2ccc(NC(=O)C(C)C)c(OC)c2)cc1OCC	102	67*	95	96	1	104	0	5
CC1c2[nH]c3ccccc3c2CCN1S(C)(=O)=O (stereo not given)	104	5	101	104	-3	112	-1	14&7
Cc1cc(C)cc(NC(=O)Nc2cc(S(=O)(=O)N(C)C)ccc2C)c1	96	32	88	104	11	92	4	-4
CCOC(=O)c1c(C)[nH]c2cc(Br)c(O)cc12	97	1	93	102	-2	102	2	-3
COc1ccccc1NC(C)C(=O)N/N=C/c1cccs1 (stereo not given)	99	9	101	104	7	106	-1	?
COc1ccc(N2CCN(C(CNC(=O)C3CCCCC3)c3cccnc3)CC2)cc1 (stereo not given)	99	4	120	96	7	98	-8	-3
O=C(N/N=C/c1ccccc1Cl)c1[nH]c2ccc(Br)cc2c1-c1ccccc1	99	37	113	88	-7	95	2	-8
NC(=O)c1ccc(Oc2ccc3c(c2)CCC3)c([N+](=O)[O-])c1	95	0	114	99	2	91	2	5
Fc1cccc(/C=N/Nc2nc3ccccc3[nH]2)c1	87	2	83	88	8	99	-6	40
O=C(NCc1ccc(F)cc1)C1(c2cccs2)CCOCC1	103	2	94	81	12	98	-3	188
CNc1ccc(S(=O)(=O)NC)cc1[N+](=O)[O-]	97	-1	104	98	7	95	-8	9
CCc1ccc(/C=C(\C#N)C(=O)NC2CCS(=O)(=O)C2)cc1 (stereo not given)	97	2	114	99	2	111	6	11
Cc1cc(NC(=O)Cn2c(=O)c3c(ncn3CC(C)C)n(Cc3ccccc3)c2=O)no1	96	-1	99	94	9	94	7	-2
CC(=O)N1c2ccc(S(=O)(=O)NCCC(=O)Nc3ccccc3C)cc2CC1C (stereo not given)	99	3	106	96	2	102	7	19
N/C(=N\OS(=O)(=O)c1ccc2ccccc2c1)c1cccnc1	108	4	106	92	12	102	0	-4
Oc1ccc(C2=NN(c3ccccc3)C(c3ccc(F)cc3)C2)cc1 (stereo not given)	115	5	111	121	36*	129	20	1
Cc1ccccc1Cn1nnc2c1C(=O)c1ccccc1C2=O	103	4	150	119	5	108	5	2
O=C(CN1C(=O)C2C3C=CC(C4CC34)C2C1=O)Oc1ccccc1 (stereo not given)	110	3	101	91	-12	100	3	?
Cc1cccc(-n2c(CCn3nc(C)c([N+](=O)[O-])c3C)n[nH]c2=S)c1	103	0	104	99	-9	102	-6	18
COC(=O)c1ccccc1NC(=O)Cn1c(=O)n(CCC(=O)NC2CCN(Cc3ccccc3)CC2)c(=O)c2ccccc21	97	0	99	105	7	93	8	-3
COC(=O)c1cc(NC(=O)c2cccc(F)c2)cc(C(=O)OC)c1	93	1	122	99	1	89	-13	2
CCOC(=O)CSCc1c(C#N)c2ccccc2n1C	94	2	97	101	14	98	-2	.
CCOC(=O)COc1cccc2c(=O)n(CC(=O)N3CCN(C(=O)OCC)CC3)ccc12	98	1	112	102	5	97	-1	-8
O=C(COC(=O)c1cn(-c2ccccc2)nc1-c1cccnc1)NC1CC1	92	15	101	93	-4	86	11	-5
CCOc1cc(/C=N/NC(=O)CSc2cccc3cccnc23)ccc1O	103	8	95	88	-5	102	1	4

A few values from the results shown:
Under RPL19A TOR yeast, NC(=O)c1ccc(Oc2ccc3c(c2)CCC3)c([N+](=O)[O-])c1 has the entry 95
Under JMJD2C inh, Cc1cc(NC(=O)Cn2c(=O)c3c(ncn3CC(C)C)n(Cc3ccccc3)c2=O)no1 has the entry -2

Not a hit list; any-hit rate near 3.8%.
